# Bioassay records from PubChem.
# SENP7 inh: SENP7 protease inhibitors, primary screen, biochemical, luminescence, uHTS; recombinant SENP7, Z-RLRGG-aminoluciferin luminescence, 40 min; inhibition, % at 5 µM; 330,000 tested, 1.5% active; AID 434973, 2010;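 active = inhibition above about 50% at the single test dose, limit read from the data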;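 also: plate controls were DMSO with enzyme for no effect and no enzyme buffer wells for full effect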
# Target sequence (Q9BQF6 706-1050 limits assumed): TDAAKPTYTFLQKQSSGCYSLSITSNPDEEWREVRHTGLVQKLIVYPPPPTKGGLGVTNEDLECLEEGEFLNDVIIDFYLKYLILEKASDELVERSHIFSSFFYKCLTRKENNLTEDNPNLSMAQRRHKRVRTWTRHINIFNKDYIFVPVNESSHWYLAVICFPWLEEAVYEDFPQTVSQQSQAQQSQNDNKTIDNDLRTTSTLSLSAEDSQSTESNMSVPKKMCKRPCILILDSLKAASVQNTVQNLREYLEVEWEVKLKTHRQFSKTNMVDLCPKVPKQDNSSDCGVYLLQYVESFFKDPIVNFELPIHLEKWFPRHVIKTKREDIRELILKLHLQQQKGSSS
# 697 NFkB inh: inhibitors of PMA/ionomycin-induced NF-kB reporter, 697 cells, primary screen, B-cell NF-kB inhibitor project, cell-based, luminescence, uHTS. 330,000 tested, 0.33% active. inhibition, % at 4 µM. 697 B-cell NF-kB luciferase reporter, 16 h. AID 435022, 2010; in the data active = inhibition above about 35%
# Apaf1 inhib: inhibitors of human Apaf-1 apoptosome, primary screen, biochemical, DEVD-Rh110 fluorescence, uHTS | reconstituted apoptosome caspase-3 activity | inhibition, % at 20 µM | 330,000 tested, 0.71% active | AID 489030, 2010; active = inhibition of at least 40% at 20 µM;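 also: plate controls were DMSO wells for no effect and DEVD-CHO caspase inhibitor wells for full effect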
#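 Assay system: Apoptosome proteins | Medium: pH 7.5 Hepes buffer with CHAPS, BSA, DTT | Also added: Cytochrome c and DEVD-Rh110 substrate | Times: 30 min plus 50 min, RT | Detection: Rhodamine 110 fluorescence at Ex 480/Em 540 nm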
# Jurkat NFkB inh: inhibitors of induced NF-kB luciferase reporter, primary screen, TCR NF-kB activation inhibitor project, cell-based, luminescence, uHTS; Jurkat, PMA/ionomycin-induced NF-kB luciferase reporter; inhibition, % at 4 µM; 330,000 tested, 0.53% active; AID 435003, 2010
# HKDC1 inhibitor: HKDC1 hexokinase inhibitors, primary screen, biochemical, fluorescence, uHTS | Q2TB90 | recombinant HKDC1, G6PDH/diaphorase resazurin coupled fluorescence | inhibition, % at 20 µM | 340,000 tested, 0.16% active | AID 493160, 2011;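 active = inhibition above about 35% when tested at 20 µM, limit read from the data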;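 also: plate controls were DMSO wells with enzyme for no effect and DMSO wells lacking enzyme for full effect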
#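 Test system: Recombinant HKDC1 (HK5) hexokinase enzyme, produced in-house | Input: HKDC1 at 5 µg/mL | Buffer or medium: Tris pH 8.0 buffer with MgCl2, Tween-20, BSA, BME | Schedule: 90 min reaction incubation at room temperature, dark | Technique: Resazurin-to-resorufin fluorescence via G6PDH and diaphorase coupling, 525/613 nm | Controls: DMSO wells with and without enzyme mix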
# SENP8 block: SENP8 protease inhibitors, primary screen, biochemical, luminescence | Sentrin-specific protease 8 (Homo sapiens), Q96LD8 | purified SENP8, Z-RLRGG-aminoluciferin cleavage | inhibition, % at 10 µM | 330,000 tested, 1.2% active | AID 2540, 2010
# Target sequence (Q96LD8 whole entry, looked up): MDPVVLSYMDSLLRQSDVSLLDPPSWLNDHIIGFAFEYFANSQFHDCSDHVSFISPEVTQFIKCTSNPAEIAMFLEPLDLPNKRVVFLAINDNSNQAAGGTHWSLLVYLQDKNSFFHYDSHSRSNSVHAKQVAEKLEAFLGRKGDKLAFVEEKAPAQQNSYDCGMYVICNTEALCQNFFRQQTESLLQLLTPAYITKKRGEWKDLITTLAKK
# UBC13 inh: UBC13 polyubiquitin chain formation inhibitors, primary screen, biochemical, TR-FRET, uHTS; Ubiquitin-conjugating enzyme E2 N (Homo sapiens), P61088; inhibition, % at 20 µM; 330,000 tested, 0.47% active; AID 485273, 2010; in the data active = inhibition above about 45%, passing the limit was not always enough
# Target sequence (P61088 whole entry, looked up): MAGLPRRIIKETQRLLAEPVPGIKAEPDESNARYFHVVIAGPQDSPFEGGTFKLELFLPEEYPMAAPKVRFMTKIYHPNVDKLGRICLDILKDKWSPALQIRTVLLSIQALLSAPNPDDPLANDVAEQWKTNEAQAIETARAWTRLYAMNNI
# Gli-Sufu block: Gli-Sufu pathway antagonists, primary screen, luciferase luminescence, Sufu-KO-LIGHT cells, uHTS; Sufu-KO-LIGHT fibroblasts, Gli luciferase reporter luminescence; inhibition, % at 5 µM; 340,000 tested, 0.74% active;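 active = inhibition above about 55%, limit read from the data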;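 also: 0% = DMSO-treated cells and 100% = wells with medium but no cells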
# The depositor's hits bear a star; · = not tested or not shown. Rule as the data show it, unless noted: active = inhibition above about 50%; inactive = the rest.
entry	molecule	SENP7 inh	697 NFkB inh	Apaf1 inhib	Jurkat NFkB inh	HKDC1 inhibitor	SENP8 block	UBC13 inh	Gli-Sufu block
1	COc1cc(CC(=O)N2CCc3ccccc32)cc(OC)c1OC	0	-9	-1	27	-3	7	-3	12
2	Cc1ccc(-n2c(O)c(C=Nc3ccccc3-c3n[nH]c(=S)[nH]c3=O)c3ccccc3c2=O)cc1C	1	28	35	10	20	16	-26	22
3	Cc1nn(C)c(NC(=O)c2ccccc2Cl)c1Br	1	-11	3	-9	-3	6	-1	-1
4	Cc1nc2c(oc3ccccc32)c(=O)o1	-2	-33	5	-33	-2	5	10	11
5	C[C@H](NC(=O)c1ccco1)C(=O)N1CCCC1	7	4	1	-13	-8	-1	1	21
6	CCOc1ccc(OCC)c(NC(=O)C2CCN(S(=O)(=O)c3c(C)noc3C)CC2)c1	-12	3	5	-1	1	-7	-3	6
7	Cc1ccc(C(=O)OCC(=O)NC2CC2)s1	3	3	-3	11	-5	-2	7	5
8	Nc1nc(N2CCN(c3cccc(Cl)c3)CC2)n[nH]1	-2	9	2	-13	-3	-4	-14	-3
9	Cc1ccc(OCC(=O)O/N=C(\N)c2ccncc2)cc1C	-17	-55	14	-23	-3	-14	-2	-29
10	NS(=O)(=O)c1ccc(CCNC(=O)CSCc2ccccc2)cc1	-6	-6	-1	0	-4	-7	-6	3
11	CSC(=NS(=O)(=O)c1ccc(C)cc1)SC	2	-3	7	-8	5	-1	-5	-4
12	Cc1cc(N2CCCC(C(=O)Nc3cccc(Cl)c3)C2)n2ncnc2n1 (configuration not stated)	1	-4	19	-15	-5	6	-3	1
13	COc1cc(OC)c(OC)cc1/C=C(\C#N)C(=O)NCc1cccs1	0	23	-3	5	-1	-7	4	1
14	CN(c1ccccc1C(=O)N1CCN(c2ccccc2)CC1)S(C)(=O)=O	2	10	-6	5	1	6	7	-1
15	COc1cc(C(=O)OCc2ccccc2C#N)ccc1OCC(=O)N1CCOCC1	3	26	0	-1	1	-3	5	-6
16	O=C(NCCC1=CCCCC1)c1cnc2n(c1=O)CCS2	0	-48	-1	-36	-5	1	8	-40
17	CC1(c2ccc(OC(F)F)cc2)NC(=O)N(CC(=O)Nc2ccc(F)cc2)C1=O (configuration not stated)	-2	8	8	0	3	-6	0	-7
18	CC(C)n1c(-c2cccs2)nc2ccccc21	7	13	-2	6	-6	7	2	8
19	COc1ccc(-n2ncc3c(NCCCN4CCOCC4)ncnc32)cc1	0	-158	-12	-111	-8	-2	2	6
20	CCO[C@H]1OC(C(=O)Nc2ccccc2)=C[C@@H](c2cn(C(C)=O)c3ccccc23)[C@@H]1CCCO	-10	-9	20	14	-3	-12	-1	25

# Results in Gli-Sufu block and SENP7 inh (three entries from above):
No.	canonical_smiles	Gli-Sufu block	SENP7 inh
8	Nc1nc(N2CCN(c3cccc(Cl)c3)CC2)n[nH]1	-3	-2
4	Cc1nc2c(oc3ccccc32)c(=O)o1	11	-2
15	COc1cc(C(=O)OCc2ccccc2C#N)ccc1OCC(=O)N1CCOCC1	-6	3

# (cont.)
entry	molecule	SENP7 inh	697 NFkB inh	Apaf1 inhib	Jurkat NFkB inh	HKDC1 inhibitor	SENP8 block	UBC13 inh	Gli-Sufu block
21	Cc1ccc(S(=O)(=O)N2CCCCC2)cc1NC(=O)Cn1cnnn1	3	1	-1	-8	2	-3	1	-2
22	Cc1cccc(NC(=O)Nc2ccc(C#N)cc2)n1	4	-86	-8	37	0	-4	11	0
23	O=C(CCN1C(=O)/C(=C\c2ccccc2Cl)SC1=S)N1CCN(c2ccccc2)CC1	-11	-10	14	7	-5	-5	-17	8
24	COc1ccc(C(=O)Nc2cc(OCc3ccccc3)c(Cl)cc2Cl)cc1	-3	-3	5	16	-1	2	-4	4
25	COC(=O)c1cc2c(C)cc3ccc(C)cn3c-2c1C(=O)OC	8	8	4	6	11	2	9	-2
26	Cc1ccc(C(=O)CCC(=O)OCC(=O)Nc2ccc3[nH]c(=O)[nH]c3c2)cc1	-8	-8	11	-3	-4	-11	0	-8
27	CC(O)/C=C/C1OC(=O)CC1Nc1ccc(C=O)cc1 (configuration not stated)	1	26	-10	1	4	-7	-8	-1
28	O=C(CN1C(=O)c2ccccc2S1(=O)=O)c1ccc(F)c(F)c1	5	20	9	22	6	8	7	44
29	COc1ccc(CC2(C)OC(c3ccc([N+](=O)[O-])cc3)=NN2C(C)=O)cc1 (configuration not stated)	8	-28	13	-39	1	-5	-3	1
30	CCCCOc1ccc(C(=O)Nc2ccc(N3CCN(C(C)=O)CC3)cc2)cc1	-14	1	2	2	-1	-10	-2	22
31	COc1ccc(NC(=S)NCc2cccs2)cc1	7	19	0	-19	-9	23	-1	-10
32	O=C1NC(=S)S/C1=C/c1ccc(OC(=O)c2ccco2)cc1	29	-11	9	18	3	46	-12	-15
33	Cc1cccc2sc(N(CCCN(C)C)C(=O)CCc3ccccc3)nc12	-13	-18	13	-1	17	-12	29	6
34	CCCCn1c(SCC(=O)Nc2cc(C)on2)nnc1-c1cccs1	1	27	-4	4	-4	-3	8	-3
35	COc1ccccc1NC(=O)NNC(=O)c1ccc2ccccc2c1O	-7	-1	2	7	13	3	8	-1
36	CC(C)n1c(NCc2ccc(N(C)C)cc2)nc2ccccc21	3	-1	4	-6	-3	-4	6	23
37	CCCCOC(=O)Nc1nnc(/C=C/c2ccc(OC)cc2)s1	-2	-10	0	0	-8	-8	21	1
38	COc1cccc(CNc2ccc(S(=O)(=O)Nc3nccs3)cc2)c1O	-2	-5	7	3	-1	-9	-7	5
39	O=C(CCS(=O)(=O)c1ccc(Cl)cc1)Nc1nc(-c2ccncc2)cs1	-14	-31	12	-14	7	-9	0	3
40	COc1cc(/C=C(\NC(=O)c2ccccc2)C(=O)Nc2cccc(O)c2)c([N+](=O)[O-])cc1OC	8	11	2	2	-6	0	-7	8

# Gathered by group, the compounds so far containing an NH in an aromatic ring (3)
entry	molecule	SENP7 inh	697 NFkB inh	Apaf1 inhib	Jurkat NFkB inh	HKDC1 inhibitor	SENP8 block	UBC13 inh	Gli-Sufu block
2	Cc1ccc(-n2c(O)c(C=Nc3ccccc3-c3n[nH]c(=S)[nH]c3=O)c3ccccc3c2=O)cc1C	1	28	35	10	20	16	-26	22
8	Nc1nc(N2CCN(c3cccc(Cl)c3)CC2)n[nH]1	-2	9	2	-13	-3	-4	-14	-3
26	Cc1ccc(C(=O)CCC(=O)OCC(=O)Nc2ccc3[nH]c(=O)[nH]c3c2)cc1	-8	-8	11	-3	-4	-11	0	-8

# The list goes on.
entry	molecule	SENP7 inh	697 NFkB inh	Apaf1 inhib	Jurkat NFkB inh	HKDC1 inhibitor	SENP8 block	UBC13 inh	Gli-Sufu block
41	CCN1CCN(C(=S)NC(C)c2ccccc2)CC1 (configuration not stated)	6	1	13	0	-11	0	-5	0
42	COc1ccc(-c2noc(N3CCC(C(=O)Nc4ccccc4OC)CC3)n2)cc1	0	30	9	22	-3	1	10	-6
43	CCc1cc(C(=O)OC)c(NC(=O)C2CC(=O)NN2Cc2ccccc2)s1 (configuration not stated)	-4	-8	19	-5	17	-5	13	-2
44	Cc1cccn2cc(-c3ccc(S(=O)(=O)N4CCOCC4)cc3)nc12	3	7	-4	-4	-1	-11	20	2
45	CC(=O)Nc1ccc(N2C(=O)CC(N3CCN(Cc4ccc5c(c4)OCO5)CC3)C2=O)cc1 (configuration not stated)	8	15	-4	11	-3	-5	-3	2
46	O=C(O)c1cccc(-c2ccc(/C=N/NC(=O)c3cccnc3)o2)c1	2	-7	-10	-3	-10	15	5	-8
47	CCC12OC(=N)C(C#N)(C1C)C(C#N)(C#N)C(c1ccccc1)O2 (configuration not stated)	-4	16	1	-4	-11	-6	0	6
48	COc1cccc(-c2c(C(=O)N/N=C(\C)c3ccncc3)nnn2-c2nonc2N)c1	9	8	-3	10	1	4	-2	1
49	CCSc1nnc(NC(=O)C2CCCN(S(=O)(=O)c3cnc[nH]3)C2)s1 (configuration not stated)	4	-14	-4	-1	-6	1	2	11
50	CCCc1ccc(OCC(O)CN2CCCC2)cc1 (configuration not stated)	7	7	-1	-11	-4	-1	2	-1
51	COc1ccc(-n2nc(C(=O)Nc3ccc4c(c3)OCO4)c3ccccc3c2=O)c(OC)c1	10	10	12	-16	-4	-2	-3	-12
52	O=C(CCC(=O)c1cccs1)c1cccs1	49	-45	16	-99	13	24	-8	-118
53	CCc1ccc(OC(C)C(=O)Nc2ccc(S(=O)(=O)Nc3nccs3)cc2)cc1 (configuration not stated)	-5	2	7	18	-1	20	1	-2
54	CCOC(=O)c1cc2sccc2n1CC(=O)Nc1ccc(OC)c(OC)c1	2	7	-7	3	-11	-1	1	4
55	O=C(N/N=C/c1ccco1)c1cc(-c2ccc(Br)s2)[nH]n1	0	-6	6	3	5	-3	-6	-6
56	COc1ccc(CNC(=O)c2ccc3c(c2)N(C)C(=O)CS3=O)cc1 (configuration not stated)	-3	0	-3	-10	-2	5	15	-26
57	CCOC(=O)c1ccc2c(c1)[nH]c(=S)n2CC	-8	-21	-2	-42	-8	-9	-12	-22
58	Cc1cccc(NS(=O)(=O)c2cccc(C(=O)Nc3cccc(C(=O)O)c3)c2)c1	5	-11	2	8	-1	21	-10	3
59	COc1cc(CNC2CCCc3ccccc32)cc(OC)c1OC (configuration not stated)	-1	-1	-23	18	-8	-1	7	8
60	CCN(CC)S(=O)(=O)c1ccc(OC)c(NC(=O)CCc2c(C)noc2C)c1	-13	13	2	-12	-4	-7	-2	1
61	CC1CCCN(CCCN2C(=O)C3C(C(=O)Nc4ccc(Cl)cc4)C4C=CC3(O4)C2C(=O)NC2CCCCC2)C1 (configuration not stated)	7	-6	12	9	0	2	6	5
62	CC(C)CNS(=O)(=O)c1cc2c3c(c1)CC(=O)N3CCC2	7	-9	5	2	4	4	-1	-4
63	O=C(NNC(=O)C1CCN(C(=O)Nc2ccccc2)CC1)c1ccc(F)cc1	5	-15	1	-1	-6	3	-3	-10
64	Cc1ccc(C(=O)Oc2ccc(C(=S)N3CCOCC3)cc2)cc1	-7	-3	6	-9	-1	-15	2	-9
65	CC1CCC(NC(=O)CN2CCN(S(=O)(=O)c3cccs3)CC2)CC1 (configuration not stated)	-9	8	16	-18	-4	-16	5	-8
66	COc1cc(CN2CCC(C(N)=O)CC2)ccc1OCc1ccccc1	32	16	-8	-96	-6	-5	4	-47
67	CN(CC(=O)NCCN1CCOCC1)S(=O)(=O)c1ccc(F)cc1	-4	4	-1	6	-2	4	4	20
68	O=C(COc1ccc(C(=O)NCCc2ccccc2)cc1)Nc1ccccc1	0	25	-5	4	0	-1	4	-17
69	Cc1cc(C)nc(SCCn2c(N(C)Cc3ccccc3)nc3c2c(=O)n(C)c(=O)n3C)n1	-6	-91	6	-8	-2	3	2	-6
70	O=C(COc1cccc2cccnc12)N/N=C1\SCC(=O)N1Cc1ccccc1	-5	7	10	-2	0	-10	-12	1
71	COc1cccc(-c2nn(-c3ccccc3)cc2CN(C)Cc2ccon2)c1	-7	-17	13	-20	0	-13	-6	·
72	COc1ccccc1NC(=O)C1CCCN(S(=O)(=O)c2ccccc2)C1 (configuration not stated)	-5	-21	4	9	-4	-3	-7	-2
73	CC(OC(=O)CNC(=O)C12CC3CC(CC(C3)C1)C2)C(=O)Nc1ncc(Cl)cc1Cl (configuration not stated)	2	18	-2	-13	-8	2	3	-3
74	CCOc1ccc(/C=C/C(O)=C2/C(=O)N(C)C3(C)CC2c2ccccc2O3)cc1OC (configuration not stated)	-2	-17	-17	35	-1	1	14	9
